TRPC6 inh = mouse TRPC6 channel inhibitors, primary screen, cell-based, HEK293, membrane potential dye. Short transient receptor potential channel 6 (Mus musculus), Q61143. ACh-evoked depolarization; active compounds read low. B-score at 10 µM. hit rate 1.1% among 310,000. AID 2553, 2010;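 active = B-score under library mean minus 3 SD, initial fluorescence not abnormally high, positive integrated signal ratio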;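 also: B-score derived from integrated fluorescence ratio over the kinetic read; more negative B-score means stronger inhibition of depolarization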
Target sequence (Q61143 whole entry, looked up): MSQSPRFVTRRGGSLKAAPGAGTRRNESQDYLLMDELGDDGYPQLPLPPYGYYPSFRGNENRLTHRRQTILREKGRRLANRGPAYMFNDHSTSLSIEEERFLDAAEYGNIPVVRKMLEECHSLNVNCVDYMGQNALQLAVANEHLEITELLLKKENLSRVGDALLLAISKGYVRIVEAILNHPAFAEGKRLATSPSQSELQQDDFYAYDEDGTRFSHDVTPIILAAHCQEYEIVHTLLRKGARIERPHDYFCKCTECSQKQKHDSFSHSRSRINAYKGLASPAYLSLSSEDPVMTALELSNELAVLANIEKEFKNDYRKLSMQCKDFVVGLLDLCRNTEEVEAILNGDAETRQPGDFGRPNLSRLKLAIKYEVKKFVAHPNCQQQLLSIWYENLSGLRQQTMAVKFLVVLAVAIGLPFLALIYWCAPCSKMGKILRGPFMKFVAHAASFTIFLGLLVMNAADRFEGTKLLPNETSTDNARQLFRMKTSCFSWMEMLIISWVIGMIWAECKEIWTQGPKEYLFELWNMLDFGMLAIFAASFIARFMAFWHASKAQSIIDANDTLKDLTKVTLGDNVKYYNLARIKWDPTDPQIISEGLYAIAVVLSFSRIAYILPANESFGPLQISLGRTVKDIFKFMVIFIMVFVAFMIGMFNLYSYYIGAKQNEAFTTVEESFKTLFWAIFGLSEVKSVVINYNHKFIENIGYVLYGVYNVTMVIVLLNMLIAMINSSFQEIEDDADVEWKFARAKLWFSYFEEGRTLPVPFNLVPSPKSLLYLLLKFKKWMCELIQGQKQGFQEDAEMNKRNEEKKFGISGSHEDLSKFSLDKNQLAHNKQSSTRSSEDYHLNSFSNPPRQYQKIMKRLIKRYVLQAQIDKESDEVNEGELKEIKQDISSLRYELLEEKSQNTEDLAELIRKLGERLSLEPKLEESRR
TRPC4 block = inhibitors of mouse TRPC4 channel, primary screen, Fluo4 calcium, HEK293 TRPC4beta/mu-opioid cells. DAMGO-evoked Fluo4 calcium flux; active compounds read low. hit rate 0.39% among 300,000. Short transient receptor potential channel 4 (Mus musculus), Q9QUQ5. AID 2247, 2010. B-score at 10 µM;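 active = B-score over 3 SD under the library average, no early fluorescence shift, positive overall ratio signal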
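Assay system: TRPC4beta/mu-opioid receptor HEK293 cell line; compound dosing: single concentration per test compound; detection: Fluo4 Ca2+ flux fluorescence; evaluation: per-well B score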
HIF act = HIF pathway transcriptional activators, primary screen, cell-based, U2OS HRE-luciferase, luminescence; hit rate 0.32% among 300,000; activation, % at 7.5 µM (by protocol); U2OS HRE-luciferase reporter; normalized: DMSO 0%, desferrioxamine 100%;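 active = mean activation of at least 10% of the iron chelator positive control signal, with at least half of replicates also reaching 10%; inconclusive = mean and replicate majority disagree about reaching 10%; inactive = mean and most replicates under 10%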
TRPC4 agonist = activators of mouse TRPC4 channel, primary screen, Fluo4 calcium, HEK293 TRPC4beta/mu-opioid cells; Short transient receptor potential channel 4 (Mus musculus), Q9QUQ5; Fluo4 calcium fluorescence; active compounds read high; B-score at 10 µM; hit rate 0.49% among 310,000; AID 2237, 2010;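 active = B-score above 5 SD of library B-scores, and initial fluorescence ratio not above library mean plus 5 SD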;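 also: positive B-score marks a calcium rise read as TRPC4 activation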
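Incubation: 45 min room-temperature Fluo4 loading, 110 s read / System: HEK293 cells stably co-expressing mouse TRPC4beta and mu-opioid receptor / Signal: Fluo4 fluorescence, kinetic / Control set: buffer (low) and maximal DAMGO (high) / Measure: integrated baseline-normalised fluorescence ratio, converted to per-well B score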
KLF5 inh = KLF5 expression inhibitors, primary screen, DLD-1 cells, luminescence | DLD-1 KLF5 promoter-luciferase reporter | inhibition, % at 5 µM | hit rate 0.23% among 290,000 | AID 1700, 2009;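 active = inhibition above a per-plate limit of that plate's mean compound inhibition plus 3 SD, cut at about 60% in these data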;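 also: 0% = DMSO wells and 100% = LY294002 at 200 µM; higher means less KLF5 promoter-driven luciferase light; inactives centre near -14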
SKKanGAS inh = S. pyogenes SKKanGAS growth inhibitors in kanamycin, primary screen, streptokinase expression inhibitor project, SKKanGAS strain, BacTiter-Glo luminescence. inhibition, % at 7.5 µM. 6 h. hit rate 1.3% among 300,000;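 active = mean replicate score, as percent of positive control median, at least 50; inconclusive = mean below 50 but one replicate at or above 50; inactive = mean and every replicate below 50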;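 also: strain carries kanamycin resistance gene driven by streptokinase promoter and grows in 40 µg/ml kanamycin; loss of luminescence reflects streptokinase promoter inhibition or plain growth inhibition; 0% = median of DMSO wells and 100% = positive control at its reference dose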
IEC-6 tox = cytotoxicity in IEC-6 intestinal epithelial cells, primary screen, cytotoxicity control for KLF5 inhibitor project, cell-based, luminescence; IEC-6 cytotoxicity, luminescence viability; inhibition, % at 5 µM; hit rate 0.78% among 290,000; AID 1825, 2009; in the data active = inhibition above about 22%;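 also: 0% = plate median of test compound wells and 100% = cytotoxic reference compound wells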
aSyn UTR inh = MLPCN primary screen, SNCA 5' untranslated region; alpha-synuclein 5'UTR reporter, inhibitor activity; inhibition, % (tested at 7.5 µM); hit rate 0.82% among 300,000; AID 1813, 2009; in the data active = inhibition above about 60%; inconclusive = no clear call, values can overlap the other calls;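 also: H4 neuroglioblastoma cells stably carrying SNCA 5'UTR luciferase fusion; 0% = DMSO wells and 100% = positive control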
TRPC4 potent = positive allosteric modulators of TRPC4, primary screen, cell-based, mouse TRPC4beta, HEK293 mu-opioid, Fluo-4 calcium | DAMGO EC20, Fluo-4 Ca2+ flux; active compounds read high | hit rate 0.42% among 310,000 | AID 2227, 2009 | B-score at 10 µM;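 active = B-score of calcium response area above 5 SD of library B-scores, with initial fluorescence ratio within 5 SD of library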;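 also: B-score of integrated fluorescence ratio over time as area under calcium response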
TRPC6 act = mouse TRPC6 channel activators, primary screen, cell-based, HEK293, membrane potential dye; Short transient receptor potential channel 6 (Mus musculus), Q61143; B-score at 10 µM; HEK293-TRPC6 membrane potential dye fluorescence; active compounds read high; hit rate 0.13% among 310,000;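 active = B-score of the integrated fluorescence ratio above library mean plus 3 SD, and starting fluorescence ratio within library mean plus 5 SD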;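 also: higher score means more depolarization so channel activation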
MrgX1 antag = antagonists of human MrgX1 receptor, primary screen, HEK293 cells, Fluo-4 calcium flux; Mas-related G-protein coupled receptor member X1 (Homo sapiens), Q96LB2; BAM8-22 antagonism; active compounds read low; B-score at 10 µM; hit rate 1.3% among 310,000; AID 588676, 2011;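 active = calcium-response B-score plate-corrected more than 3 library SD below zero, starting fluorescence within 5 deviations, no agonist response on first addition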;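 also: peak minus trough fluorescence over baseline after final BAM8-22 challenge near maximal dose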
Active calls of the source: *; i = inactive; u = inconclusive; x = not tested or not shown. Random draw from the library (roughly 5.8% active in at least one column).

mol	TRPC6 inh	TRPC4 block	HIF act	TRPC4 agonist	KLF5 inh	SKKanGAS inh	IEC-6 tox	aSyn UTR inh	TRPC4 potent	TRPC6 act	MrgX1 antag
O=[N+]([O-])c1ccc(/C=N/Nc2nc(N3CCCC3)nc(N3CCCC3)n2)o1	i	i	-0.7	i	-23	12	-8	-15	i	i	i
COc1ccc2cnn(CCOc3ccccc3)c(=O)c2c1OC	i	i	0.5	i	-140	6	7	-26	i	i	i
CCC(CC)NCc1ccc(OC)cc1OC	i	i	-0.3	i	-26	7	2	10	i	i	i
O=C(c1ccc(Br)c([N+](=O)[O-])c1)N1CCN(Cc2ccccc2)CC1	i	i	-1.2	i	-16	-2	-4	-2	i	i	i
CCC(c1nnnn1Cc1ccco1)N1CCN(C(=O)c2ccco2)CC1 (stereo not drawn)	i	i	-30	i	-1	-3	-4	6	i	i	i
C=CCNS(=O)(=O)c1cc2c3c(c1)CCN3C(=O)CC2	i	i	-0.2	i	-26	-3	-1	-5	i	i	i
COc1ccc(N(C)C(=O)c2cnc(N3CCN(c4ncccn4)CC3)c3ccccc23)cc1	i	i	0.3	i	-14	-5	-1	8	i	i	i
C=CCOc1ccccc1CNCc1ccc(F)cc1	i	i	0.5	i	0	5	-3	-5	i	i	i

Reformatted: entries from further up
CCC(c1nnnn1Cc1ccco1)N1CCN(C(=O)c2ccco2)CC1 (stereo not drawn)
  TRPC6 inh = i
  TRPC4 block = i
  HIF act = -30
  TRPC4 agonist = i
  KLF5 inh = -1
  SKKanGAS inh = -3
  IEC-6 tox = -4
  aSyn UTR inh = 6
  TRPC4 potent = i
  TRPC6 act = i
  MrgX1 antag = i
C=CCNS(=O)(=O)c1cc2c3c(c1)CCN3C(=O)CC2
  TRPC6 inh = i
  TRPC4 block = i
  HIF act = -0.2
  TRPC4 agonist = i
  KLF5 inh = -26
  SKKanGAS inh = -3
  IEC-6 tox = -1
  aSyn UTR inh = -5
  TRPC4 potent = i
  TRPC6 act = i
  MrgX1 antag = i

Other records follow.
mol	TRPC6 inh	TRPC4 block	HIF act	TRPC4 agonist	KLF5 inh	SKKanGAS inh	IEC-6 tox	aSyn UTR inh	TRPC4 potent	TRPC6 act	MrgX1 antag
O=C(CSc1ncccn1)NCc1cccc(Cl)c1	i	i	0.8	i	-65	-4	-10	-65	i	i	i
Cc1cc(NC(=O)CSCC(=O)OC(C)C(=O)c2cc(C)c(C)cc2C)no1 (stereo not drawn)	i	-6*	-0.3	i	x	2	x	8	i	i	i
O=C(NNC(=O)c1ccco1)c1ccc(NS(=O)(=O)c2cccs2)cc1	i	i	0.2	i	x	1	x	4	i	i	i
O=C(COc1ccc(F)cc1Br)N1CCc2ccccc21	i	i	4.0	i	-64	-1	-2	-86	i	i	i
O=C1NC2(CCC3(CC2)OCCO3)NN1c1ccccc1	i	i	-0.1	i	1	5	5	14	i	i	i
COc1ccc(NC(=O)c2cc3n(n2)C(C(F)(F)F)CC(c2ccc(OC)cc2)N3)cc1 (stereo not drawn)	i	i	-0.9	i	-10	15	2	13	i	i	i
NC(=O)CC[C@@H]1NC(=O)[C@@H]2CCCN2C(=O)c2cc([N+](=O)[O-])cc(F)c2NCCC[C@@H](C(N)=O)NC1=O	i	i	-0.6	i	1	1	-3	-10	i	i	i
CC(NS(=O)(=O)c1ccc(Cl)c(Cl)c1)C(=O)OCC(=O)Nc1ccc2c(c1)OCO2 (stereo not drawn)	i	i	0.3	i	-14	-6	-1	2	i	i	i
COc1ccccc1NS(=O)(=O)c1cccc(NC(=O)Nc2ccccc2)c1	i	i	-0.1	i	2	-1	1	4	i	i	i
CCC(C)[C@H](NC(=O)N1CCn2c1nc1ccccc12)C(=O)NCCc1ccccc1 (stereo partly drawn)	i	i	0.8	i	-57	5	-6	-23	i	i	i
COc1ccc(NC(=O)CCCN2C(=O)C(c3ccccc3)Oc3cccnc32)cc1 (stereo not drawn)	i	i	0.2	i	-1	5	1	29	i	i	i
Cc1onc(-c2ccccc2Cl)c1C(=O)N1C=CC(C(F)(F)F)=NCC1	i	i	0.4	i	-10	0	3	-9	i	i	i
CCCc1nc2ccccc2c(C(=O)OC2CCOC2=O)c1CC (stereo not drawn)	i	i	-0.3	i	-20	3	-2	-4	i	i	i
COc1cccc(CNC(=O)C2CCN(c3ncnc4c3nc3n4CCCCC3)CC2)c1	i	i	-0.7	i	-25	-5	-2	6	i	i	i
CCCCC(CC(O)COCCC)C(=O)NN (stereo not drawn)	i	i	-0.2	i	-6	3	-4	-4	i	i	i
CSc1nc2ccc3nc(NC(=O)c4cccs4)sc3c2s1	i	i	1.3	i	-18	16	1	-370	i	i	i
Cc1ccc(O)c(/C=N/NC(=O)Cc2ccc(Cl)cc2)c1	i	i	-1.4	i	17	97*	0	u	i	i	i
COc1ccccc1CNC(=O)c1ccc2c(=O)n(CC3CCCO3)c(=S)[nH]c2c1 (stereo not drawn)	i	i	0.3	i	-7	6	4	-8	i	i	i
CCNC(=O)CC1C(=O)N(c2cccc(OC)c2)C(=O)N1CCOC (stereo not drawn)	i	i	-0.7	i	2	1	3	-14	i	i	i
O=C(Nc1ccccc1)c1cccc(S(=O)(=O)NCc2ccco2)c1	i	i	0.4	i	6	-43	11	1	i	i	i
O=C(Nc1nnc(C2CCCO2)s1)c1cccs1 (stereo not drawn)	i	i	0.9	i	-34	3	2	-90	i	i	i
O=C(/C=C/NNC(=O)c1ccc(Br)cc1)c1ccccc1	i	i	-0.1	i	-12	-1	1	-38	i	i	i
CCOC(=O)c1c(NC(=O)Cc2cccs2)sc2c1CCCC2	i	i	-0.2	i	-8	30	5	38	i	i	i
N#CC1=C(N)SC(N)=C(C#N)C1c1cccc(Oc2ccccc2)c1	i	i	0.2	i	-16	24	-4	15	i	i	-6.5*
O=C1CCC2(CC1)NC(=O)N(c1ccccc1)N2	i	i	0.0	i	-24	5	3	11	i	i	i
COc1ccc(CNC(=O)C(c2cccc(C)c2)N(C(=O)c2csnn2)C2CC2)cc1 (stereo not drawn)	i	i	-1.0	i	5	-4	-5	1	i	i	i
CN(CC(=O)Nc1c(Cl)cccc1Cl)C(=O)c1cc(S(=O)(=O)N(C)C)ccc1N1CCCC1	i	i	1.7	i	x	12	x	-3	i	i	i
Cc1nc(C)c(C(=O)C2=C(O)C(=O)N(CCN3CCOCC3)C2c2cccs2)s1 (stereo not drawn)	i	i	2.3	i	-8	-9	-2	10	i	i	i
CC/C(O)=C1\C(=O)CC(c2ccccc2)CC1=NC(C)C (stereo not drawn)	i	i	-0.5	i	-25	1	1	11	i	i	i
COCCNC(=O)/C(C#N)=C/c1ccc2c(c1)OCO2	i	i	0.0	i	-14	3	2	-30	i	i	i
CCN=C1SC(C(=O)Nc2ccc(OCC)cc2)CC(=O)N1CC (stereo not drawn)	i	i	0.1	i	-13	-11	-9	7	i	i	i
COc1cc(NC(=O)c2ccccc2)ccc1NC(=O)Cc1ccccc1	i	i	-1.2	i	-31	10	4	5	i	i	i
Cc1cc2c(C)nc(N/N=C/c3ccccc3)nc2o1	i	i	-0.2	i	-29	-2	-1	-123	i	i	i
O=C(c1cc(-c2ccco2)on1)N1CCCc2ccccc21	i	i	0.7	i	-33	5	2	-69	i	i	i
COC(=O)c1ccc(N2CCCCC2)c(NS(=O)(=O)c2ccc(C)cc2)c1	i	i	0.3	i	-42	-4	-1	1	i	i	i
CCCC(=O)O/N=C(\c1ccccc1)c1ccncc1	i	i	-0.4	i	-25	-2	-6	-2	i	i	i
C/C(Cn1nnc([N+](=O)[O-])n1)=N\NC(=O)c1ccc(C)cc1	i	i	4.1	i	-43	-3	-1	-35	i	i	i
Clc1ccc(NCn2cncn2)nc1	i	i	-0.3	i	-16	-7	-2	-15	i	i	i
CN(C)S(=O)(=O)c1ccc(N2CCCC2)c(C(=O)OCC(=O)N2CCN(c3ccccc3)CC2)c1	i	i	0.1	i	x	-14	x	6	i	i	i
O=C1NC2(CCCCCC2)C(=O)N1Cc1c(F)cccc1Cl	i	i	-0.2	i	-23	8	4	18	i	i	i
CCN1CCN(c2cc(C)c3cc(NC(=O)CCC(=O)Nc4ccc(OC)c(OC)c4)ccc3n2)CC1	i	i	-0.1	i	-37	-6	-8	-20	i	i	i
Cc1ccccc1NC(=O)N1CCc2ccccc2C1	i	i	0.8	i	-11	-19	0	-80	i	i	i
COc1ccccc1OCCCC(=O)Nc1nnc(C2CCCO2)s1 (stereo not drawn)	i	i	0.5	i	-23	25	-4	-13	i	i	i
CCN(CC)S(=O)(=O)c1cccc(C(=O)Oc2cccc(NC(=O)c3cccs3)c2)c1	i	i	1.2	i	-12	15	2	-66	i	i	i
Cc1c(NC(=O)c2nn(C)c(=O)c3ccccc23)c(=O)n(-c2ccccc2)n1C	i	i	0.0	i	-19	-1	7	11	i	i	i
CCOC(=O)C(Cc1ccccc1)C(=O)NCc1ccccc1 (stereo not drawn)	i	i	-0.9	i	-18	3	1	10	i	i	i
O=C1CCN(S(=O)(=O)c2ccccc2)C2CCCCC12 (stereo not drawn)	i	i	-1.2	i	-3	4	-4	7	i	i	i
O=S(=O)(NCc1cc(-c2ccccc2Cl)no1)c1ccc(Cl)cc1	i	i	0.1	i	21	6	-4	14	10*	i	i
O=C(c1cccc([N+](=O)[O-])c1)N1CCCC(C(=O)N2CCCCC2)C1 (stereo not drawn)	i	i	1.0	i	-23	2	-9	12	i	i	i
COc1ccc(C2C(C(=O)OC(C)C)=C(C)N=c3s/c(=C\c4cccs4)c(=O)n32)cc1 (stereo not drawn)	i	i	-0.3	i	-24	15	-7	-3	i	i	i

Screening results deposited in PubChem by several laboratories.
